HePTP inh: inhibitors of human HePTP phosphatase, primary screen, biochemical, absorbance, leukemia target; Tyrosine-protein phosphatase non-receptor type 7 (Homo sapiens), P35236; recombinant HePTP phosphatase activity, OD absorbance; inhibition, % at 20 µM; 0.64% of 110,000 active; AID 521, 2006; in the data active = inhibition above about 50%;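 also: plate controls were vehicle for no effect and reference inhibitor for full effect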
Target sequence (P35236 whole entry, looked up): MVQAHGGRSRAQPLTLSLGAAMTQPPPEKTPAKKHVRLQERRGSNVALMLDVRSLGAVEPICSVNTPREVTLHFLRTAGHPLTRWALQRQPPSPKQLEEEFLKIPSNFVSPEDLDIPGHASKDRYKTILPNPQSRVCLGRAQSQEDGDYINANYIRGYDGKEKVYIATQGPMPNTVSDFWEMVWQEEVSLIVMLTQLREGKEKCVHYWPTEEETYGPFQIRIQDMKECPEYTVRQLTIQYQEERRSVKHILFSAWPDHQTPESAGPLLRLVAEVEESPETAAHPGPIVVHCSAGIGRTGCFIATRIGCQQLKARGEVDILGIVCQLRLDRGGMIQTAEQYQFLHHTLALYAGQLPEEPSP
BAP1 inh: inhibitors of BAP1 deubiquitinase, primary screen, biochemical, Ub-AMC fluorescence, kinetic | activity remaining (% of control), % at 20 µM | recombinant BAP1, Ub-AMC hydrolysis fluorescence kinetic; stronger effect = lower value | Ubiquitin carboxyl-terminal hydrolase BAP1 (Homo sapiens), Q92560 | 0.48% of 72,000 active;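 active = activity remaining at or below 50% of control, provided the compound also passes the data quality filters; inactive = the rest, including low values that fail the filters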;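 also: 100% = DMSO wells rate and 0% = substrate alone blank rate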
Target sequence (Q92560 whole entry, looked up): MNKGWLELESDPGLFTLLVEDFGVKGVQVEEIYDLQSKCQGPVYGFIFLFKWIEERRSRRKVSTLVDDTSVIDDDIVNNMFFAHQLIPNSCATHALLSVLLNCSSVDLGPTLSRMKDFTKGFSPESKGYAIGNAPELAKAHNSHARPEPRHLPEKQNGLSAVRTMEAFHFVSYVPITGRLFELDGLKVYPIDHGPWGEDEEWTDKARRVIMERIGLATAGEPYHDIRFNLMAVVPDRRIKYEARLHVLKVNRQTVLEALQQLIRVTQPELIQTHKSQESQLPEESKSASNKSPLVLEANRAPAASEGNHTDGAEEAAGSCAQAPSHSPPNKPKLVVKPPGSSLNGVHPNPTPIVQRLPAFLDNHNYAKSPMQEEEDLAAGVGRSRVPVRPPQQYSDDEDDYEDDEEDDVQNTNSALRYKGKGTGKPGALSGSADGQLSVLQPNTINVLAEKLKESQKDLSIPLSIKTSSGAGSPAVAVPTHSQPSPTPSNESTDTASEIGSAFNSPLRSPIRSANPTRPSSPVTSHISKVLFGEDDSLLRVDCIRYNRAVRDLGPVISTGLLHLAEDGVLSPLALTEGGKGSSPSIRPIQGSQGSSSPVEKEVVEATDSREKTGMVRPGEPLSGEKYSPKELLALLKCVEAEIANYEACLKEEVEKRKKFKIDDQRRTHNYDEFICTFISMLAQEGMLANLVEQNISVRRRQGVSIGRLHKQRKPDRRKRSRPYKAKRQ
* marks the source's active call; other numbers are inactive results; nt = not tested or not shown; & = joins results of further samples.

SMILES	HePTP inh	BAP1 inh
CC1=C(C(=O)OCCOc2ccccc2)C(c2ccccc2OC(C)C)C2=C(CCCC2=O)N1 (stereo unspecified)	nt	77
Cc1cc2ncn(C(=O)N3CCOCC3)c2cc1C	-7&3	94
O=c1c(-c2ccccc2)coc2c(CN3CCOCC3)c(O)ccc12	2	nt
Cc1cc(-c2nnc(SCC(=O)NC3CCCC3)o2)no1	3	100
CNC(=O)C1CCC(=O)N1Cc1ccc(C)cc1 (stereo unspecified)	6	113
CCOc1ccccc1NC(=O)N1C2CCCC1CC(NC(=O)C1CC1)C2 (stereo unspecified)	8	104
O=C(O)Cc1csc(-c2ccc(Cl)cc2)n1	7	nt
CCCOC(=O)c1ccc(N2C(=O)c3ccccc3C2=O)cc1	6	nt
C=C(C)COc1ccc2oc(-c3ccccc3)c(C(=O)OCC)c2c1	-4	nt
Cc1ccccc1CSc1nnc(-c2cccnc2)n1N	5	116
COc1ccc(/C=N/NS(=O)(=O)c2ccc(C)cc2)cc1OCc1ccccc1	-10	nt
Cc1cc(N2C(=O)C(O)=C(C(=O)c3ccco3)C2c2cccnc2)no1 (stereo unspecified)	-4	130
CCCCCn1c(=O)[nH]c2cc(C(=O)NCCCN3CCCCC3)ccc2c1=O	8	83
Cc1csc(Nc2ccccc2)[n+]1CCO	-5	nt
O=C(O)C(Cc1ccccc1)N1C(=O)/C(=C/c2ccc(O)cc2)SC1=S (stereo unspecified)	-7	nt
COc1ccc(/C=C2\SC(=S)N(CC(=O)Nc3nccs3)C2=O)cc1OC	14	nt
Cc1ccc(CN2CCN(N=Cc3ccc(N(C)C)cc3)CC2)c(C)c1	2	nt
O=C(Nc1nc2ccc(S(=O)(=O)N3CCCC3)cc2s1)C1CCCO1 (stereo unspecified)	5	nt
Cc1cc(C)n2nc3nc(N4CCCC4)nc(-c4ccccc4)c3c2n1	-9	nt
Cc1ccc(OCC(=O)Nc2ccc(-c3nc4ccccc4o3)cc2)cc1C	-2	nt

The last six entries of the section before come first, to join the parts.
SMILES	HePTP inh	BAP1 inh
O=C(O)C(Cc1ccccc1)N1C(=O)/C(=C/c2ccc(O)cc2)SC1=S (stereo unspecified)	-7	nt
COc1ccc(/C=C2\SC(=S)N(CC(=O)Nc3nccs3)C2=O)cc1OC	14	nt
Cc1ccc(CN2CCN(N=Cc3ccc(N(C)C)cc3)CC2)c(C)c1	2	nt
O=C(Nc1nc2ccc(S(=O)(=O)N3CCCC3)cc2s1)C1CCCO1 (stereo unspecified)	5	nt
Cc1cc(C)n2nc3nc(N4CCCC4)nc(-c4ccccc4)c3c2n1	-9	nt
Cc1ccc(OCC(=O)Nc2ccc(-c3nc4ccccc4o3)cc2)cc1C	-2	nt
COc1cc(Cn2cnnn2)ccc1O	6	108
CC(/C=C1\SC(=S)N(C(C(=O)O)C(C)C)C1=O)=C\c1ccccc1 (stereo unspecified)	21	nt
CCOC(=O)c1c(NC(=S)NCc2ccccc2)sc2c1CCC2	5	nt
O=C(c1ccccc1)c1ccc(N=Cc2ccc([N+](=O)[O-])s2)cc1	-16	nt
Cc1ccc(NC(=O)CN(C)S(=O)(=O)c2cccc3nsnc23)cc1C	-1	102
O=C(Nc1cccc(Cl)c1)Nc1nnc(Cc2ccc(Cl)cc2)s1	-1	nt
O=C(Nc1ccccc1)NC1CCN(Cc2nnnn2C2CCCCC2)CC1	5	102
COc1ccc(-c2nc(CS(=O)CC(=O)NCc3ccco3)c(C)o2)cc1 (stereo unspecified)	-10	90
COC(=O)c1[nH]c2ccc(C)cc2c1NC(=O)CN1CCCc2ccccc21	11	80
COc1cccc(NC(=O)COc2ccccc2C)c1	-17	nt
CC1CN(c2cc3nccnc3cc2F)CC(C)O1 (stereo unspecified)	2	97
O=c1[nH]c(NCCO)nc2sc3c(c12)CCCC3	-11	nt
O=c1[nH]c(N2CCc3ccccc3C2)nc2c1CCCC2	12	102
Cc1ccc(S(=O)(=O)Nc2cc(Cl)c(O)c(C)c2C)cc1	-11	nt
CC1Cc2cc(C3(O)C(=O)c4ccccc4C3=O)ccc2N1 (stereo unspecified)	15	99
COc1ccc(-n2nc3cc(C)c(NC(=O)C(C)C)cc3n2)cc1	-4	473
COC(=O)c1[nH]c2ccccc2c1NC(=O)CN1CCN(C/C=C/c2ccccc2)CC1	7	76
CCN1CCCC1CNC(=O)c1ccc(N2CCCC2=O)cc1 (stereo unspecified)	4	79
O=C(Cc1ccc(Br)cc1)c1ccc(O)cc1O	3	82
COc1ccc(OC)c(S(=O)(=O)N2CCC(C(=O)NCc3ccccc3OC)CC2)c1	-1	66

Overlap with the part before: 6 compounds; new compounds follow.
SMILES	HePTP inh	BAP1 inh
CC1Cc2cc(C3(O)C(=O)c4ccccc4C3=O)ccc2N1 (stereo unspecified)	15	99
COc1ccc(-n2nc3cc(C)c(NC(=O)C(C)C)cc3n2)cc1	-4	473
COC(=O)c1[nH]c2ccccc2c1NC(=O)CN1CCN(C/C=C/c2ccccc2)CC1	7	76
CCN1CCCC1CNC(=O)c1ccc(N2CCCC2=O)cc1 (stereo unspecified)	4	79
O=C(Cc1ccc(Br)cc1)c1ccc(O)cc1O	3	82
COc1ccc(OC)c(S(=O)(=O)N2CCC(C(=O)NCc3ccccc3OC)CC2)c1	-1	66
O=C(O)CCn1c(O)c(C2=c3cc([N+](=O)[O-])ccc3=NC2=O)sc1=S	1	nt
CC1=NN(c2ccccc2)C(=O)C1C=C1C(=O)NC(=O)NC1=O (stereo unspecified)	-3	nt
COc1cc([N+](=O)[O-])ccc1NC(=O)c1ccc(I)cc1	-1	nt
N#C/C(=C/c1ccc(-c2cc(Cl)ccc2Cl)o1)C(=O)O	-1	nt
COC(=O)c1ccccc1NC(=O)c1ccccc1OC	3	75
CCN1CCN(c2ncc3c(n2)CC(c2cc(OC)c(OC)c(OC)c2)CC3=O)CC1 (stereo unspecified)	4	91
CCOC(=O)Cn1c(C)c(C#N)c2ccccc21	4	106
Cn1c(=O)c([N+](=O)[O-])c(N2CCN(C(=O)c3ccccc3)CC2)c2ccccc21	9	nt
Cc1nc2ccc(Br)cn2c(=O)c1Cl	9	nt
CCCn1c(CCC(=O)O)ccc1-c1ccc(F)cc1	5	53
c1ccc(CCNc2nc3ccccc3n3nnnc23)cc1	10	57
O=C1NCCCC1C(=O)N1CCN(C(c2ccccc2)c2ccccc2)CC1 (stereo unspecified)	6	96
COc1ccc(CNS(=O)(=O)c2ccccc2[N+](=O)[O-])cc1	-6	nt
CCOc1ccc(-c2nc(CSCC(=O)N3CCN(C(=O)c4ccco4)CC3)c(C)o2)cc1	7	88
CC(C)n1c(CN2CCN(C)CC2)nc2c1c(=O)n(C)c(=O)n2C	10	94
Cn1cnnc1SCC(=O)Nc1ccc2nc(SCc3ccccc3)sc2c1	2	118
CC(C)(NO)/C(=N\O)c1ccc(F)cc1	-9	nt
O=C(c1ccccc1Br)N(C1CCCCC1)C1CCCCC1	-2	nt
CCOC(=O)C1=C(O)/C(=C/c2ccc(CNC(=O)C(=O)Nc3ccc(C)cc3)o2)N=C1C	16	nt
O=C(N=c1scc(-c2ccccc2)n1-c1ccccc1)c1ccco1	3	nt
O=C1c2ccccc2C(=O)c2cc(I)ccc21	nt	61
CC1=C(C(=O)OCCc2ccccc2)C(c2ccc(O)c([N+](=O)[O-])c2)NC(=O)N1 (stereo unspecified)	-2	nt
Cc1cc(NC(=O)c2cccc(COc3ccc(Br)cc3)c2)no1	4	nt
CCN(CC(=O)Nc1ccc(S(N)(=O)=O)cc1)S(=O)(=O)c1cc(C)ccc1OC	-7	79
O=C(NCCO)c1cccc2c1-c1ccc(I)cc1C2	3	nt
CC1(C)CC(=O)C(CCC(=O)c2ccccc2)C(C)(C)N1 (stereo unspecified)	-16	102
Cc1ccc(NC(=O)c2c(-c3c(F)cccc3Cl)noc2C)cc1	6	nt
COc1ccc(Br)cc1/C=N/Nc1nc(N2CCOCC2)nc(N2CCOCC2)n1	-11	nt
Cc1ccccc1OCCCn1ccnc1	-19	nt
CCC(=O)O/C(C#N)=N\Nc1nc2c([nH]1)c(=O)n(C)c(=O)n2C	-11	nt
Brc1ccc(-c2nc(-c3ccccn3)no2)o1	8	97
COC(=O)C1=C(NC(=O)c2cccc(OC)c2)CCS1	4	98
Cc1ccc(C(=O)N2CCN(c3ccccn3)CC2)cc1	-6	nt
CCOCC(=O)Nc1nnc(C2CCCCC2)s1	8	74
COc1ccc(Cl)cc1-n1c(N)c(C(N)=O)sc1=S	10	100
CCOC(=O)c1c(N)n(-c2ccccc2O)c2nc3ccccc3nc12	-4	nt
CCOc1ccccc1N/C(=N/c1nc(C)cc(C)n1)NC(=O)c1ccccc1	11	nt
COc1ccc2c(c1OC)C(=O)N1C2SC[C@H]1C(=O)NC1CC(C)(C)NC(C)(C)C1 (stereo partly specified)	10	101
COc1ccc(Oc2c(C)oc3cc(OC(=O)N4CCOCC4)ccc3c2=O)cc1	-3	94
FC(F)(F)c1ccccc1C=NN1CCN(c2ccccn2)CC1	5	nt

Complete entries, quoted from the list. Screens in order: HePTP inh | BAP1 inh
Listed for Cc1cc(-c2nnc(SCC(=O)NC3CCCC3)o2)no1 → 3 | 100
Listed for CC1=C(C(=O)OCCc2ccccc2)C(c2ccc(O)c([N+](=O)[O-])c2)NC(=O)N1 (stereo unspecified) → -2 | nt
Listed for COc1ccc(Oc2c(C)oc3cc(OC(=O)N4CCOCC4)ccc3c2=O)cc1 → -3 | 94

(next part)
SMILES	HePTP inh	BAP1 inh
O=C(/C=C/c1ccccc1Cl)N1CCCCCC1	2	nt
CC1(C)CC(=O)C2=C(C1)Nc1ccccc1N(C(=O)c1ccccc1)C2c1ccc(C#N)cc1 (stereo unspecified)	-3	nt
Cn1c(=O)n(CCN2CCOCC2)c(=O)c2c1nc1n2CCCN1c1ccccc1	-5	103
CCOC(=O)Cc1nnc2c(Nc3ccccc3F)nc3nonc3n12	5	89
O=C1/C(=C/c2ccc(-c3ccc([N+](=O)[O-])cc3)o2)SC(=S)N1Cc1ccccc1	3	nt
COC(=O)CN(c1cccc(C)c1)S(C)(=O)=O	7	nt
CC(CC(=O)c1ccc(Cl)cc1)CC(=O)c1ccc(Cl)cc1	1	nt
O=[N+]([O-])c1cc(C(F)(F)F)ccc1-n1nnc2ccccc21	9	nt
COc1cc(C=O)c(Br)c(OC)c1OC	-4	nt
CCS(=O)(=O)NCCc1csc(-c2ccccc2)n1	-9	102
COc1ccccc1-c1nc(-c2ccccc2)c(-c2ccccc2)[nH]1	nt	72
O=C(CCCCn1c(=O)c2ccccc2n(CC(=O)NC2CCCC2)c1=O)NC1CCCC1	5	109
O=C1CSC(c2ccc([N+](=O)[O-])cc2)N1CCc1ccccc1 (stereo unspecified)	nt	75
O=C(Cc1ccc(Br)cc1)Nc1ccccc1F	-13	nt
CCOc1ccc(CSc2ncn[nH]2)cc1	-2	nt
CCn1ncc(C2=NOC(C(=O)Nc3cccc(C(C)=O)c3)C2)c1C (stereo unspecified)	-11	89
CN1C(=O)CC(N2CCN(c3ccccc3)CC2)C1=O (stereo unspecified)	4	nt
Cc1ccc(C(NC(=O)N2CCOCC2)=C(Cl)Cl)cc1F	3	104
CCOC(=O)CNC(=O)c1cccc(C)c1	5	nt
Nc1nc(OCc2ccccc2)c2[nH]cnc2n1	nt	90
Cc1cccc(-c2nc3cc(NC(=S)NC(=O)c4ccco4)ccc3o2)c1	-2	nt
Cc1ccc(S(=O)(=O)/N=C(\CN2CCOCC2)N2CCCC2)cc1	4	100
COC(=O)CN(c1ccc(F)cc1)S(C)(=O)=O	-10	nt
c1ccc(CSc2nnc(-c3c[nH]c4ccccc34)o2)cc1	13	67
COc1cccc(-c2nc3sc4c(c3c(=O)[nH]2)CCCC4)c1	4	nt
Cc1ccc(S(=O)(=O)NC(=O)Nc2ccccc2I)cc1	6	nt
O=C(NCc1ccco1)c1ccc(CN2CCOCC2)cc1	3	nt
COC(=O)c1c(C)oc2cc(Br)c(OS(C)(=O)=O)cc12	5	nt
O=c1ccc(Br)c[nH]1	-11	109
O=C(c1cnn2c(C(F)F)cc(-c3ccccc3)nc12)N1CCSCC1	nt	96

Filtered by structure: those above containing a CF3 group
SMILES	HePTP inh	BAP1 inh
FC(F)(F)c1ccccc1C=NN1CCN(c2ccccn2)CC1	5	nt
O=[N+]([O-])c1cc(C(F)(F)F)ccc1-n1nnc2ccccc21	9	nt

New compounds follow
SMILES	HePTP inh	BAP1 inh
Nc1nnnn1/N=C/c1ccc(C=O)cc1	-5	nt
Cc1cccc(NC(=O)CSc2nnc(-c3ccccc3)c(-c3ccccc3)n2)c1C	-3	nt
CC(=O)Oc1cccc(/C=C2\C=C(c3ccc(C)cc3)OC2=O)c1	-16	nt
Cn1/c(=N/N=C2CCCC2)sc2ccccc21	5	nt
CC(C)(C)c1ccc(OCC(=O)Nc2ccccc2C(=O)Nc2ccc(C(=O)O)cc2)cc1	4	nt
Cc1cc(C)nc(SCc2ccccc2C#N)n1	-2&-18	101
CCCNc1cc(=O)n(C)c(=O)n1C	7	105
Cc1cccnc1NC(=O)C(C)Oc1ccccc1 (stereo unspecified)	2	91
Cc1cc(Nc2ccc(Br)cc2)n2nc(C)nc2n1	-3	100
CCc1c(C)sc(NC(=O)C2CCCO2)c1C(N)=O (stereo unspecified)	6	nt
O=P(O)(CCc1ccccn1)CN1CCOCC1	0	102
O=[N+]([O-])c1cccc(NS(=O)(=O)/C=C/c2ccccc2)c1	7	nt
CC1Cc2cc(/C(O)=C3/C(=O)C(=O)N(Cc4ccco4)C3c3cccs3)ccc2O1 (stereo unspecified)	4	72
CCc1ccc(-c2cc(C(=O)N3CCN(C)CC3)c3ccccc3n2)cc1	-7	nt
O=[N+]([O-])c1ccccc1CNC1CCCCCC1	-12	nt
CCN(CC)CCCNS(=O)(=O)c1ccc(C)cc1	-16	nt

High-throughput results deposited in PubChem by several laboratories.
